TNF necrop inh: inhibitors of TNF-alpha triggered necroptosis, primary screen, cell-based, Jurkat FADD-/-, single concentration; AID 463075, 2010; Jurkat FADD-/- TNF necroptosis rescue, ATP luminescence, 24 h; 0 = TNF only, 100 = no-TNF cells; actives 0.068% (n = 220,000); activation (protection from cell death), % at 10 µM;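 active = activation, meaning protection from cell death, of at least 50% relative to plate controls; inactive = activation below 50%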;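 note: necroptosis triggered by 40 ng/mL TNF-alpha added together with compound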
CHOP inhibitor: inhibitors of CHOP promoter induction, primary screen, cell-based, unfolded protein response, luciferase reporter. inhibition, % at 10 µM. AID 2732, 2010. CHO-K1 CHOP-promoter luciferase, tunicamycin-induced, 15-18 h. actives 3.8% (n = 220,000);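 active = compounds that reduced the stress-induced luciferase reporter signal by more than about 70% of percent inhibition, limit read from the data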;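 note: 0% = tunicamycin plus vehicle and 100% = wells without tunicamycin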
TbHK1 inh: Trypanosoma brucei hexokinase 1 inhibitors, primary screen, biochemical, G6PDH-coupled NADH absorbance, MLSCN library; hexokinase 1 [Trypanosoma brucei]; recombinant TbHK1, G6PDH-coupled NADH A340; inhibition, % at 10 µM; actives 0.11% (n = 220,000);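 active = inhibition of 50% or more in the single-dose primary screen; inactive = inhibition below 50%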
PGE2 EP2 inh: human EP2 receptor antagonists, primary screen, TR-FRET cAMP, C6 glioma cells; Prostaglandin E2 receptor EP2 subtype (Homo sapiens), P43116; C6 glioma cells expressing human EP2; cells stimulated with saturating PGE2; inhibition, % at 25 µM; actives 0.52% (n = 260,000); AID 1422, 2008;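 active = percent inhibition above 40 after rounding to a whole number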;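 note: rat C6 glioma host cells with rolipram phosphodiesterase inhibitor present; the protocol text gives 20 µM as final concentration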
Target sequence (P43116 whole entry, looked up): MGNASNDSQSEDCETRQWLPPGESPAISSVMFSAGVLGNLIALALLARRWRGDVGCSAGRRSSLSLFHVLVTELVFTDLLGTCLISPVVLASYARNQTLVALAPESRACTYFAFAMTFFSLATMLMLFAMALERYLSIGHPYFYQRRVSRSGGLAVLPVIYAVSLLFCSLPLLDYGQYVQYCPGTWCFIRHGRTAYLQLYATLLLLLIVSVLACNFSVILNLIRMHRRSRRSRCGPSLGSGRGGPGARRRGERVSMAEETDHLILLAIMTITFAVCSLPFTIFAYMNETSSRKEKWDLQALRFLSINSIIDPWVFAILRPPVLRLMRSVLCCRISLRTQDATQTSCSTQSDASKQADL
FXIa inh: human FXIa protease inhibitors, primary screen, biochemical, 1536-well | inhibition, % at 5 µM | AID 798, 2007 | purified FXIa, Boc-Glu-Ala-Arg-AMC fluorogenic substrate | actives 0.14% (n = 220,000);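 active = inhibition of at least 40%; inactive = inhibition below 40%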;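 note: fluorescence of freed AMC excited at 355 nm; 0% = enzyme without compound and 100% = no enzyme blank; many of its hits are not listed in these tables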
L929 necroptosis: inhibitors of zVAD-triggered necroptosis, primary screen, L929 cells; L929 zVAD necroptosis rescue, ATP luminescence, 24 h; with zVAD 60 µM; viability rescue, % at 10 µM; actives 0.38% (n = 220,000); AID 1377, 2008;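 active = activation, scaled between plate controls, above about 75%, limit read from the data; inactive = activation under that limit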;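 note: 0% = zVAD with DMSO and 100% = DMSO alone without zVAD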
FXIIa inh: human FXIIa protease inhibitors, primary screen, biochemical, 1536-well; Coagulation factor XII (Homo sapiens), P00748; purified FXIIa, Boc-QGR-AMC fluorogenic substrate, 2 h; inhibition, % at 5 µM; actives 0.3% (n = 220,000); in the data active = inhibition above about 40%;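 note: 0% = enzyme with no compound and 100% = blank without enzyme; many of its hits are not listed in these tables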
Target sequence (P00748 20-372 limits assumed): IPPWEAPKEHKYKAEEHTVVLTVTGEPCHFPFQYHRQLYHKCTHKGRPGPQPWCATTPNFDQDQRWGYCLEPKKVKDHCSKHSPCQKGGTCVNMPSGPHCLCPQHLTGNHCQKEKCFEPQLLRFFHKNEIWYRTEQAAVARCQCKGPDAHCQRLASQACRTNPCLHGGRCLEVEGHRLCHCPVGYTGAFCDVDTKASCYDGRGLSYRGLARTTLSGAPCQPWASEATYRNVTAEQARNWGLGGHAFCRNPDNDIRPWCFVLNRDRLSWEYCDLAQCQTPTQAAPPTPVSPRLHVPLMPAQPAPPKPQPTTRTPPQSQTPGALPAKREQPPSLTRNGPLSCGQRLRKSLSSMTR
Target sequence (P00748 373-615 limits assumed): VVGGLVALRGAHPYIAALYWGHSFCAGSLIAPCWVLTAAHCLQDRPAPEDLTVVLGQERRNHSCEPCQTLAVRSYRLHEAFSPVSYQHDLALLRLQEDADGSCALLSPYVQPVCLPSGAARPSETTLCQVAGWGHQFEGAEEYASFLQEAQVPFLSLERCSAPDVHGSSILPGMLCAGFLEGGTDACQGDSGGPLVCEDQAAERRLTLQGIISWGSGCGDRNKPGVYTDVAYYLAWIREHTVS
Wee1 stabilizer: Wee1 degradation inhibitors, primary screen, cell-based, HeLa, Wee1K328M-luciferase, luminescence; Wee1-like protein kinase (Homo sapiens), P30291; HeLa Luc-Wee1K328M stability; 100% = proteasome inhibitor MG132 effect; reporter increase, % at 5 µM; actives 1.2% (n = 220,000); AID 1321, 2008;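 active = activation above the mean of all tested compounds plus 3 SD, set per screening run, cut at about 8.8% in these data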;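 note: cells exposed to compound for 20 h before luminescence read; 0% = DMSO alone and 100% = MG132 at 30 µM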
PPC-1+TRAIL kill: compounds killing PPC-1 cancer cells with TRAIL present, primary screen, TRAIL potentiator project, ATPLite luminescence, uHTS; PPC-1 cells + TRAIL, ATPLite viability luminescence; cell killing (% activity), % at 4 µM; actives 0.41% (n = 220,000);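 active = cell killing above 50% in the first pass at 4 µM, then a duplicate retest at 5 µM averaging 50% or more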;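 note: plate controls were cells with TRAIL plus DMSO for no effect and medium-only wells lacking cells for full effect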
An asterisk follows results filed as active; . = not tested or not shown; & = joins results of further samples. The list is partial. The share of hits here may be higher or lower than overall.

SMILES | TNF necrop inh | CHOP inhibitor | TbHK1 inh | PGE2 EP2 inh | FXIa inh | L929 necroptosis | FXIIa inh | Wee1 stabilizer | PPC-1+TRAIL kill
Cc1ccc(C2(CCNS(=O)(=O)c3ccc(C)cc3)CCOC(C(C)C)C2)cc1 (stereo not given) | 1.0 | 50 | -8 | 3 | 3 | 0.7 | 0 | 1 | 14
COc1ccc(C(=O)NNC(=O)CSc2nnc(-c3cccnc3)o2)cc1 | 0.0 | 16 | -8 | 9 | -5 | 8.4 | 9 | -2 | .
COc1cc(CNc2ncn[nH]2)ccc1OCc1cccc(C)c1 | -0.3 | -11 | -3 | 6 | 4 | 0.0 | 9 | 0 | -2
CC(CCc1ccccc1)NC(=O)c1ccc(C(=O)NC(C)CCc2ccccc2)cc1 (stereo not given) | 0.8 | 82* | 5 | . | 3 | 2.4 | -6 | -1 | 8
COC(=O)c1ccc(NC(=O)COc2ccc(S(=O)(=O)NC(C)C)cc2)cc1 | 1.1 | 62 | 3 | -2 | 1 | 0.1 | 16 | 0 | 1
O=C(CC12CC3CC(CC(Br)(C3)C1)C2)Nc1cccc(S(=O)(=O)NC2=NCCC2)c1 | 0.1 | -26 | 2 | 5 | -5 | 0.1 | 0 | -1 | 6
Cc1ccc(N=C(NO)c2nonc2N)c(C)c1 | -1.1 | 11 | 5 | 9 | 7 | -1.2 | 15 | 7 | 29
CCCCc1nc(N2CCOCC2)c(C#N)c2c1COC(C)(C)C2 | -3.9 | 1 | -12 | 23 | 5 | -0.3 | 14 | 4 | 1
C[C@@H](C(=O)NCC1CC1)[C@@H]1C[C@@]1(C)[C@@H](NC(=O)OCc1ccccc1)c1ccccc1 | -1.1 | 18 | -1 | 7 | 9 | -0.1 | 21 | 0 | 14
O=C(CCc1nc2ccccc2s1)OCC(=O)c1ccccc1 | 1.7 | -14 | 1 | 5 | 1 | 1.1 | 8 | -2 | 28
Cc1cccc(-c2noc(CN(C)S(=O)(=O)c3cc(Cl)ccc3Cl)n2)c1 | -2.1 | 19 | 3 | 11 | 5 | 0.8 | 2 | 1 | 20
CC(C)N=C1NN=C(c2cccs2)CS1 | -1.2 | -10 | -17 | 5 | -5 | 3.6 | 1 | 3 | 8
CN1C(=O)[C@@H]2[C@@H]3C[C@@H]([C@H]4ON=C(c5ccccc5OCC#N)[C@@H]34)[C@@H]2C1=O | -0.2 | 13 | -11 | 4 | 0 | 0.7 | 5 | -2 | 6
Cc1nn(C(C)C(=O)N2CCCCC2)c(=O)c2c1sc1ccccc12 (stereo not given) | -12 | 28 | -2 | . | -9 | -0.2 | 9 | 1 | 8
O=S(=O)(c1cnc(Cl)c(Cl)c1)N1CCCc2ccccc21 | 0.0 | -16 | 1 | 9 | -8 | 0.2 | 2 | 2 | 43
COC(=O)c1cccc(S(=O)(=O)N2CCOCC2)c1 | 0.3 | -3 | -5 | 1 | 10 | -0.1 | 16 | -1 | -5
COC(=O)CNC(c1ccccc1)c1cc(Br)ccc1NS(=O)(=O)c1ccccc1 (stereo not given) | 0.3 | 36 | 3 | 22 | 5 | 0.2 | 10 | 3 | 8
COc1cccc(-n2c(SCC(=O)NC(C)(C)C)nnc2-c2ccoc2C)c1 | 0.3 | 63 | 2 | 6&10 | -17 | -0.3 | 9 | -1 | -7
CCN(c1ccccc1)S(=O)(=O)c1ccc(OC)c(NC(=O)Cn2cnc3c2c(=O)n(C)c(=O)n3C)c1 | 0.1 | 4 | -4 | 12 | -5 | -0.4 | 2 | 0 | -2
Clc1ccc(-c2noc(COc3ccccc3)n2)cc1 | 1.5 | 15 | -9 | 5 | 9 | 3.0 | 13 | -2 | -3
COc1ccc(NC(=O)c2nnn(Cc3cccc(F)c3)c2N)c(OC)c1 | 0.7 | 39 | -5 | 4 | -10 | 1.3 | -4 | 1 | 5
CCOc1ccc(CC(=O)NNC(=S)NCCc2ccccc2)cc1 | -0.1 | 41 | 6 | 5 | -4 | 12 | 2 | -1 | 17
O=C1Nc2c(c(=O)[nH]c(=O)n2Cc2ccccc2)C1(NS(=O)(=O)c1ccccc1)C(F)(F)F (stereo not given) | -0.5 | 17 | -9 | 3 | -2 | -0.6 | 4 | 3 | 1
Nc1ccc2cn[nH]c2c1 | 3.0 | 9 | -3 | 14 | 11 | 2.2 | 17 | 2 | 9
COc1ccc(Br)cc1S(=O)(=O)NCc1ccccc1 | 3.5 | 44 | 4 | 5 | -8 | 0.1 | -1 | -3 | -6
O=C(NCc1cccs1)C1CCN(S(=O)(=O)c2cccc3cccnc23)CC1 | 0.0 | 16 | -6 | 14 | -1 | 0.8 | 7 | . | -5
Cc1ccc(-n2c(N)c(C(=O)NCc3ccco3)sc2=S)cc1 | 0.8 | -3 | -22 | 14 | 11 | -0.1 | 7 | 1 | 29
COc1ccc(C2NCCc3c2[nH]c2ccccc32)cc1COc1ccc(F)cc1 (stereo not given) | 3.7 | 75* | 28 | 15 | 9 | -1.6 | 10 | 7 | 23
COc1ccccc1NC(=O)c1ccccc1NS(=O)(=O)c1cccs1 | 0.4 | 4 | -14 | 3 | -4 | 1.1 | 1 | -3 | 21
CC(=O)CSc1ncnc2c1oc1ccccc12 | -3.5 | 27 | -2 | 16 | 2 | -0.3 | 7 | 0 | -23
CC(=O)N1CCC(N(CCN2CCOCC2)C(=S)Nc2ccccc2C)CC1 | 1.3 | 13 | 29 | 7 | -7 | 0.0 | 6 | 0 | 15
COc1ccc(-c2cn3cccnc3n2)cc1NC(=O)CC(C)C | 0.9 | 12 | 9 | 5 | -9 | 0.0 | -1 | 2 | -3
C=CCc1c(C)nc(SC)nc1Nc1ccccc1 | -0.7 | 46 | -7 | 9 | 8 | -0.1 | 14 | -2 | 29
O=C1OCC2=C1C(c1ccc(F)cc1)CC(=O)N2c1ccc(F)cc1 (stereo not given) | 0.0 | 11 | 0 | 4 | 0 | -0.8 | 7 | -1 | 11
Cc1ccc(SCCC(=O)Nc2ccccc2Br)cc1 | 1.8 | 34 | 3 | 5 | 0 | 3.2 | 3 | -2 | 18
O=C(c1ccccc1NS(=O)(=O)c1cccc2cccnc12)N1CCOCC1 | 0.6 | 13 | -10 | 5 | 0 | 1.3 | 0 | 0 | 18
Cc1ccc2[nH]c(=O)c(CN(CCc3ccccc3)Cc3nnnn3CC3CCCO3)cc2c1 (stereo not given) | -1.6 | 49 | -14 | 3 | -2 | -0.2 | 6 | 0 | 9
CCOc1ccc(C(CC(=O)O)NC(=O)C2c3ccccc3Oc3ccccc32)cc1 (stereo not given) | 1.1 | 10 | 0 | 10 | -5 | 0.3 | 5 | 2 | 17
FC(F)(F)c1cnc(C(c2ccccn2)c2ncn[nH]2)c(Cl)c1 (stereo not given) | -3.1 | 37 | -2 | 6 | -5 | 16 | 7 | -4 | -7
CN(CCC#N)Cc1cc(=O)oc2ccc3ccccc3c12 | -3.2 | 24 | -17 | 6 | 5 | 1.0 | 12 | 3 | 0
CN=c1scc(C)n1/N=C/c1ccc(O)cc1 | -15 | -14 | -29 | 4 | 1 | 0.3 | 5 | -1 | 41
CC(NS(C)(=O)=O)C(c1cccs1)N1CCN(c2ccccc2)CC1 (stereo not given) | -1.4 | 2 | -1 | 7 | 5 | -0.2 | 16 | -1 | 4
Cc1cc(=O)[nH]c(SCC(=O)Nc2nc3ccccc3s2)n1 | 2.2 | 12 | -3 | 4 | -7 | 8.2 | . | -1 | 24
CCc1c(C)[nH]c2ccccc2c1=O | -0.2 | 14 | -5 | 8&9 | 7 | 0.8 | 12 | -3 | 2
O=C1C2CC=CCC2C(=O)N1c1ccc(NCCc2ccccc2)c([N+](=O)[O-])c1 (stereo not given) | 4.3 | 22 | 0 | 13 | 6 | 0.8 | 12 | -4 | -6

An excerpt from above in order of length of the SMILES, smallest number first.
SMILES | TNF necrop inh | CHOP inhibitor | TbHK1 inh | PGE2 EP2 inh | FXIa inh | L929 necroptosis | FXIIa inh | Wee1 stabilizer | PPC-1+TRAIL kill
C=CCc1c(C)nc(SC)nc1Nc1ccccc1 | -0.7 | 46 | -7 | 9 | 8 | -0.1 | 14 | -2 | 29
COc1ccc(-c2cn3cccnc3n2)cc1NC(=O)CC(C)C | 0.9 | 12 | 9 | 5 | -9 | 0.0 | -1 | 2 | -3
Cc1cc(=O)[nH]c(SCC(=O)Nc2nc3ccccc3s2)n1 | 2.2 | 12 | -3 | 4 | -7 | 8.2 | . | -1 | 24

Continued.
SMILES | TNF necrop inh | CHOP inhibitor | TbHK1 inh | PGE2 EP2 inh | FXIa inh | L929 necroptosis | FXIIa inh | Wee1 stabilizer | PPC-1+TRAIL kill
Cc1cc(C(=O)CSc2nn3c(=O)c(C(C)(C)C)nnc3s2)c(C)n1C1CC1 | -0.4 | -1 | -10 | 12 | -6 | 2.3 | 1 | 0 | 8
CN(CCC#N)C(=S)Nc1ccc(Oc2ccccc2)cc1 | 0.2 | -7 | 27 | 4 | 4 | 0.4 | 6 | -3 | 24
CCC(/C=N/NC(=O)C(=O)N/N=C/C(CC)CC)CC | 0.7 | 30 | -4 | 7 | -6 | 0.5 | 9 | 3 | 9
OCn1ncn(-c2ccccc2)c1=S | -3.8 | 7 | 0 | 10 | 19 | -0.2 | 20 | -2 | 0
CCC(Sc1nc2ccccc2[nH]1)C(=O)Nc1ccc(NC(C)=O)cc1 (stereo not given) | 0.8 | 9 | -3 | 4 | 4 | 1.0 | 12 | -1 | 42
Cc1nn(-c2ccccc2)c(C)c1/C=C/C(=O)OC(C)C(=O)Nc1ncc(Cl)cc1Cl (stereo not given) | 4.1 | 33 | -4 | 2 | -4 | 2.0 | 8 | 1 | 16
CC1CCCN(c2c([N+](=O)[O-])cc(C(=O)O)cc2[N+](=O)[O-])C1 (stereo not given) | 0.7 | -13 | -2 | 8 | -2 | 1.7 | 9 | -3 | 16
Cc1ccc(C)c2c1cc(C)c1nnc(SCC(=O)c3cccs3)n12 | 0.8 | 18 | -4 | 9 | -7 | -0.8 | 6 | 3 | -3
O=C(O)c1cccc(NCc2cccnc2)c1 | 0.2 | 13 | -2 | 8 | -8 | 0.5 | 12 | 6 | -2
CCOc1ccc2cc(C(=O)c3ccccc3)c(=O)oc2c1 | 0.8 | -18 | 31 | 5 | 9 | 0.5 | 7 | -2 | 22
COc1ccc(OC)c(Nc2nc(N)c([N+](=O)[O-])c(NCc3ccccc3)n2)c1 | 1.4 | 0 | -4 | 6 | 0 | 0.6 | 7 | -1 | 1
O=C1C(Cl)=C(NC2CCCCC2)C(=O)N1c1ccc(Cl)cc1 | 0.8 | 8 | 0 | 7 | 0 | . | 6 | -2 | 17
OC(CNCc1ccc(F)cc1)(c1ccc(F)cc1)c1ccc(F)cc1 | 2.3 | 72* | 9 | 1 | 5 | 1.2 | -6 | 2 | -1

Assay outcomes: PubChem, several laboratories
